From PubChem BioAssay
CRFBP-R2 block = blocks CRF-induced signaling of the CRF-BP/CRF-R2 complex; AID 588475; HEK293 CRF-R2/CRF-BP, CRF-induced calcium fluorescence; inhibition, % at 11.8 µM; actives 0.59% (n = 350,000);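 active = inhibition of the ligand-induced calcium signal above about 50% at the single tested concentration, limit read from the data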
CHRM4 agonist = agonists of human muscarinic M4 receptor (CHRM4); CHO-K1 hM4/Gqi5, Fluo-8 calcium fluorescence; vehicle 0%, full acetylcholine response 100%; actives 0.14% (n = 360,000); activation, % at 3 µM;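 active = activation above the run mean over all test wells plus 3 SD, cut at about 32% in these data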;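 note: peak over basal fluorescence ratio per well then scaled between controls; 0% = DMSO wells and 100% = acetylcholine at EC100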
CHRM4 antagonist = antagonists of human muscarinic M4 receptor (CHRM4) | P08173 | CHO-hM4 cells, ACh EC80, Fluo-8 calcium fluorescence | inhibition, % at 3 µM | actives 0.73% (n = 360,000);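 active = inhibition above its plate's cutoff, the mean inhibition of sample wells plus 3 SD, cut at about 27% in these data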;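 note: 0% = acetylcholine EC80 with DMSO and 100% = DMSO without agonist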
M5 antag = CHRM5 antagonism in calcium assay; P08912; CHO-hM5 cells, Fluo-8 calcium fluorescence, ACh EC80; inhibition, % at 3 µM; actives 0.59% (n = 360,000); AID 624040;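 active = inhibition above a per-plate cutoff, the mean of that plate's test compounds plus 3 SD, cut at about 27% in these data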;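 note: 0% = acetylcholine EC80 with DMSO and 100% = DMSO without agonist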
M5 PAM = positive allosteric modulators of human muscarinic M5 receptor; P08912; CHO-K1 hM5, Fluo-8 calcium, ACh EC20 PAM; 0% = ACh EC20, 100% = ACh EC100; activation, % at 3 µM; actives 0.3% (n = 360,000);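 active = activation above the run cutoff, the mean activation of all test compounds plus 3 SD, cut at about 18% in these data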
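system = human M5 receptor in CHO-K1 cells | compound = one concentration, 3 µM final (nominal) | schedule = Post-acetylcholine fluorescence recording 140 s | signal = Fluo-8 calcium dye fluorescence, kinetic read | benchmarks = low control EC20 acetylcholine (0%), high control EC100 acetylcholine (100%) | repeats = singlicate, one well per test compound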
IDE inh = inhibitors of human insulin-degrading enzyme in cells. HEK cells, FAbetaB cleavage, fluorescence polarization. P14735. inhibition, % at 5.59 µM. actives 0.41% (n = 320,000);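 active = percent inhibition above the average of all tested compounds plus 3 SD, set per screening campaign, cut at about 16% in these data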;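 note: IDE supplied by intact live HEK cells; FP after avidin binding of uncleaved biotin substrate so inhibition keeps polarization high; 0% = DMSO wells and 100% = 60 µM reference IDE inhibitor Ii1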
Target sequence (P14735 whole entry, looked up): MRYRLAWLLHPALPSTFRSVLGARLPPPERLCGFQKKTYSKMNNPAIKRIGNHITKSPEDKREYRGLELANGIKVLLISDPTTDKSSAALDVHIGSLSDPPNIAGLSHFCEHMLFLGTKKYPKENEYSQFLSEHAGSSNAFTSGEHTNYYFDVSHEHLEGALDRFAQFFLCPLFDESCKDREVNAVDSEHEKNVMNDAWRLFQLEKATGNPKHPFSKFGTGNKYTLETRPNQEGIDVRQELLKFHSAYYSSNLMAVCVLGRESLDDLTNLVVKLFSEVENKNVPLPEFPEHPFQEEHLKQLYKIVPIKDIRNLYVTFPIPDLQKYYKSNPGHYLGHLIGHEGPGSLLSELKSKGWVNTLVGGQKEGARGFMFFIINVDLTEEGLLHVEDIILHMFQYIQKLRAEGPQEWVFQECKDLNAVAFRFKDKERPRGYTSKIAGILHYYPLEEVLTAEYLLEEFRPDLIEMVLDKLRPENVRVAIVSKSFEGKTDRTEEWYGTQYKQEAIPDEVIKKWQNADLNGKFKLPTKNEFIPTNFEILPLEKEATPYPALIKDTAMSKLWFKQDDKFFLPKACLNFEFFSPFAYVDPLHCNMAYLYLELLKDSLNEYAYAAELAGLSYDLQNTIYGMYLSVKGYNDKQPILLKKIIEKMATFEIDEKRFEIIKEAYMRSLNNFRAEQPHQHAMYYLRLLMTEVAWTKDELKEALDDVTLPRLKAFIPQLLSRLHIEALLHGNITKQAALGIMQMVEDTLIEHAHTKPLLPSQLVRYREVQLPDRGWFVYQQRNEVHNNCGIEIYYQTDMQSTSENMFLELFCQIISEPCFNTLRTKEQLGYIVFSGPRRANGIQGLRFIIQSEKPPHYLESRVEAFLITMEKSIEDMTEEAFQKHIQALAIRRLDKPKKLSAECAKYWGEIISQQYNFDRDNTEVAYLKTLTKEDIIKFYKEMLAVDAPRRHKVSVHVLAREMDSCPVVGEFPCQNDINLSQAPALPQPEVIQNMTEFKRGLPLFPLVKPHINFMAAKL
CHRM5 agonist = agonists of human muscarinic M5 receptor (CHRM5). P08912. CHO-K1 hM5 cells, Fluo-8 calcium fluorescence; 0% DMSO wells, 100% maximal acetylcholine response. activation, % at 3 µM. actives 0.19% (n = 360,000). AID 624037;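 active = activation above the run's mean over test compounds plus 3 SD, cut at about 23% in these data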;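 note: signal is peak over basal fluorescence ratio across the kinetic read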
CHRM4 PAM = potentiates acetylcholine response at human M4 receptor | actives 0.4% (n = 360,000) | CHO-K1 hM4/Gqi5, Fluo-8 calcium fluorescence, ACh EC20; 0% = ACh EC20, 100% = maximal ACh | activation, % at 3 µM | P08173;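 active = activation above its plate's cutoff, the mean activation of sample wells plus 3 SD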; note: some results filed as inactive read as strong as hits
CRFBP-R2 agonist = CRF-BP/CRF-R2 complex agonism; HEK293 CRF-R2/CRF-BP, calcium dye fluorescence (FLIPR); percent of saturating CRF peptide response; activation, % at 13.2 µM; actives 0.46% (n = 350,000); AID 588473;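 active = activation of at least 50%, plus an integration ratio under a set limit after plate pattern correction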;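 note: plate controls were neutral control wells without compound for no effect and CRF at EC100 for full effect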
Numbers without * were called inactive; / = no result given.

compound,CRFBP-R2 block,CHRM4 agonist,CHRM4 antagonist,M5 antag,M5 PAM,IDE inh,CHRM5 agonist,CHRM4 PAM,CRFBP-R2 agonist
Cc1c(C2N3CC4(C)CN2CC(C)(C3)C4=O)c2ccccc2n1C (stereo unspecified),-68,1,12,-7,4,1,-2,9,-0.7
Cc1ccc(NC(=O)CN(C)S(=O)(=O)c2ccc(Cl)s2)c(O)c1,-7,1,7,4,-8,-4,2,5,-3.9
CC(C)N(CCNC(=O)C1CCN(S(=O)(=O)N2CCOCC2)CC1)Cc1ccccc1,23,0,8,-6,8,-4,-6,1,-0.3
O=S(=O)(c1ccc2c(c1)OCCO2)N1CCC(c2nc3ccccc3[nH]2)CC1,-23,1,4,2,-5,9,-2,-5,-1.5
COc1ccc([C@H]2C[C@H](O)[C@@H](n3cc(-c4ccc(F)cc4)nn3)CN2C(=O)c2cccs2)cc1,-8,5,-8,6,4,/,2,-5,-0.3
CCOC(=O)N1CCN(c2cccc(C)c2C)CC1,-4,-3,7,-4,0,4,1,-5,-2.1
CCOC(=O)c1ccccc1C(=O)N1CCOCCOCCOCC1,-3,0,6,5,5,6,-2,9,1.8
CC(=O)Nc1ccc(S(=O)(=O)N2CCn3cccc3C2C)cc1 (stereo unspecified),12,1,-2,5,-4,0,4,4,-0.1
CCOC(=O)C1=C(c2ccccc2)NC(=O)NC1c1ccc(O)c(OCC)c1 (stereo unspecified),-13,1,0,8,-2,2,-3,3,1.6
C=CCOc1ccc(Cl)cc1C(=O)O,-14,0,-12,1,-7,6,0,4,2.5
Cc1ccc(S(=O)(=O)NC2(C(F)(F)F)C(=O)Nc3c2c(=O)n(C)c(=O)n3C)cc1 (stereo unspecified),-28,0,-1,3,-7,0,1,1,0.5
O=C(COc1ccc(Cl)cc1)NCCSCc1cccc(Cl)c1,17,-3,0,0,-4,2,-2,2,2.0
O=C(NC1CCCCC1)C1c2ccccc2OCC(=O)N1Cc1ccc2c(c1)OCO2 (stereo unspecified),/,0,-2,3,-3,/,-1,4,/
O=C(c1ccc2ccccc2c1)N1CCN(c2ccccn2)CC1,4,7,-2,13,-8,8,1,2,-1.1
CCN1CCN(C(=O)c2cc(-c3ccc(Cl)s3)nc3ccccc23)CC1,-26,27,12,7,-3,/,3,-14,6.1
CCOC(=O)c1nnn(-c2nonc2N)c1-c1ccc(OCC)cc1,17,1,2,6,-1,-4,-7,4,-0.1
COc1ccc(Nc2ccc(N3C(=O)CCCC3=O)cc2[N+](=O)[O-])c(OC)c1,30,1,1,-1,1,-4,-2,4,-0.8
Cn1cnc2c1c(=O)n(Cc1cccc(Cl)c1)c(=O)n2C,3,1,4,3,-1,10,-4,1,0.4
CN1CCN(c2ccccc2NC(=O)c2sc3ccccc3c2Cl)CC1,-19,5,5,11,-6,1,1,-2,0.8
N#CC1=C(SCc2ccccc2)NC(=O)CC1c1ccco1 (stereo unspecified),8,2,4,-3,-4,2,-2,3,-1.6
S=P(N1CC1)(N1CC1)N1CC1,21,2,4,-2,-1,0,0,0,-1.4
Cc1ccsc1C1C(C#N)=C(N)OC2=C1C(=O)CC(C)C2 (stereo unspecified),4,1,1,2,5,5,-10,7,-4.2
CC1(C)CC(=O)N(CC(=O)O)c2ccccc2S1(=O)=O,-11,0,-4,-3,7,3,0,9,0.4
CC(C)c1cc(C(=O)N2CCCC(N3CCN(c4ccc(F)cc4)CC3)C2)n(C)n1 (stereo unspecified),4,6,-9,11,1,/,4,-4,0.7
COc1cccc(C=NCC(C)N=Cc2cccc(OC)c2O)c1O (stereo unspecified),-15,0,-17,3,1,0,2,17,-0.8
CC(C)(CC(=O)O)CC(=O)O,8,1,1,7,-2,0,4,3,-0.3
Cc1ccc(NC(=O)C/C(N)=N/OC(=O)Nc2ccc(C)c(Cl)c2)cc1,0,4,9,4,-3,-3,3,-2,0.1
Cc1ccccc1C(=O)NC(=S)Nc1ccc(Cc2ccncc2)cc1,-83,1,-2,-3,3,1,0,4,1.4
CC(OC(=O)CCN=C1NS(=O)(=O)c2ccccc21)C(=O)c1ccccc1 (stereo unspecified),29,2,-9,12,-5,-4,4,3,-1.9
Cc1cccc2nc3ccccc3cc12,0,11,1,15,-5,9,-4,-8,1.0
Cc1cc(/C=C2/C(=N)N3C(=NC2=O)SN=C3S(C)(=O)=O)c(C)n1-c1ccccc1F,27,2,-2,5,-10,-3,2,-4,-0.8
Nc1ccc(C(=O)c2cccs2)cc1,-7,1,11,-7,3,-2,0,1,-2.9
CCOC1=C2[C@@H](CN(S(=O)(=O)c3ccc(C)cc3)[C@H]2c2cccc3ccccc23)[C@H]2C(=O)N(C3CCCCC3)C(=O)[C@H]2C1,/,0,-20,-2,1,/,1,12,/
C[C@H]1CN([C@@H](C)CO)C(=O)c2cccc(NC(=O)Nc3ccc(F)cc3)c2O[C@@H]1CN(C)Cc1ccc(C(=O)O)cc1,10,0,8,11,-4,1,0,-2,2.6
Cc1ccc(COc2ccc(/C=N/NC(=O)c3nnn(-c4nonc4N)c3COc3ccc(F)cc3)cc2)cc1,-12,0,2,-3,9,3,-3,2,2.3
Cc1ccc(C)c(S(=O)(=O)Nc2ccc(S(=O)(=O)Nc3onc(C)c3C)cc2)c1,-5,0,5,1,0,/,1,8,2.8
COc1cc(OC)cc(-c2c(C#Cc3ccsc3)c3cc(-c4ccc(OC)c(OC)c4)ccc3n2C)c1,-6,3,8,6,-8,4,4,-4,1.8
CCOC(=O)/C=C1/SCC(=O)N1CC(=O)c1ccc[nH]1,0,1,0,10,-4,/,2,-1,-2.4
Cc1c(N(C)C(=O)c2ccc3c(c2)OCO3)c(=O)n(-c2ccccc2)n1C,9,0,2,2,3,-1,3,-4,-1.3
COc1cccc(NC(=O)CCN2CCC(C(N)=O)CC2)c1,6,0,10,1,-2,1,1,-1,0.6
CCOC(=O)C1=CN(Cc2cccc(F)c2)S(=O)(=O)NC1CCc1ccccc1 (stereo unspecified),-16,1,-4,-8,-4,/,-1,-5,11
CCNC(=O)/C(=C/c1ccco1)NC(=O)/C=C/c1ccccc1,-8,1,0,2,-4,-2,1,-5,2.7
Oc1c(Br)cc(Cl)cc1C=Nc1ccccc1Br,4,0,4,11,-5,-4,-2,4,22
Cc1ccc(-n2c(SCc3ccc([N+](=O)[O-])cc3)nc3ccccc3c2=O)cc1,26,0,-15,1,-1,-2,-3,3,10
COCc1nnc(NS(=O)(=O)c2c(C)cc(C)cc2C)s1,16,-1,-6,4,-5,0,0,4,0.2
COc1ccc(NC(=O)c2c(C)nn(Cc3ccccc3)c2C)cc1S(=O)(=O)N(C)C,-3,4,-1,8,-6,1,-1,-5,-0.2
CCCn1c(N)c(C(=O)CSc2nnc(C)n2Cc2ccccc2)c(=O)n(C)c1=O,10,1,0,-1,3,3,-4,9,-0.8
CCOc1ccccc1NC(=S)N(Cc1cc2ccc(C)cc2[nH]c1=O)CC1CCCN1CC (stereo unspecified),-39,1,4,1,5,0,0,0,0.1
CC1CCC2(CC1)NC(=O)N(CC(=O)NC1(C#N)CCCCC1)C2=O (stereo unspecified),-3,1,-11,4,4,-1,-2,6,0.7
O=C(O)C1C2C=CC(C2)C1C(=O)Nc1ccc(C(=O)N2CCCCC2)cc1 (stereo unspecified),12,0,11,5,1,-1,2,-9,0.4

Nothing new here: two of the compounds above.
compound,CRFBP-R2 block,CHRM4 agonist,CHRM4 antagonist,M5 antag,M5 PAM,IDE inh,CHRM5 agonist,CHRM4 PAM,CRFBP-R2 agonist
CC1CCC2(CC1)NC(=O)N(CC(=O)NC1(C#N)CCCCC1)C2=O (stereo unspecified),-3,1,-11,4,4,-1,-2,6,0.7
O=C(O)C1C2C=CC(C2)C1C(=O)Nc1ccc(C(=O)N2CCCCC2)cc1 (stereo unspecified),12,0,11,5,1,-1,2,-9,0.4

(cont.)
compound,CRFBP-R2 block,CHRM4 agonist,CHRM4 antagonist,M5 antag,M5 PAM,IDE inh,CHRM5 agonist,CHRM4 PAM,CRFBP-R2 agonist
CC(C(=O)N1CCCCC1)N1CCN(S(=O)(=O)c2ccc(Cl)cc2)CC1 (stereo unspecified),19,2,-14,-3,-4,5,-3,-1,-1.8
Cc1csc(NC(=O)CSc2nnc(-c3ccccn3)n2-c2ccc(C)c(C)c2)n1,10,1,1,7,-7,0,-2,-5,0.6
CCc1nc2ccc(C(=O)NCC3CCCCC3)cn2c1N(C)C(=O)c1cccc(OC)c1,/,3,0,1,1,/,-1,-2,/
CCOC(=O)CSc1nnc(CNC(=O)c2cccs2)n1-c1cc(OC)ccc1OC,3,0,2,8,-4,4,-2,-4,-0.4
COc1ccc(CNCCc2ccccc2)cc1OCC(N)=O,-11,4,-9,-2,8,0,-2,5,4.9
C=CCn1c(SCC(=O)Nc2cccnc2Cl)nnc1-c1ccccc1F,3,1,-4,3,-4,3,1,-1,-1.2
CCCc1cc(=O)oc2cc(OCC(=O)Nc3ccccn3)ccc12,7,5,-30,-16,7,3,-4,3,-1.7
O=C(NCc1ccc(Cl)nc1)c1csc([C@@H]2O[C@H](CO)[C@H](O)[C@H](O)[C@H]2O)n1,/,0,-4,7,-3,/,0,-1,/
CC(C)(C)c1ccc(OCC(O)CN2CCOCC2)cc1 (stereo unspecified),-9,1,4,-3,5,6,0,1,-1.6
COc1ccc(C2c3c(ccc4ccccc34)Oc3ncn4nc(-c5ccco5)nc4c32)cc1OC (stereo unspecified),32,0,-5,2,4,-2,-1,8,-1.2
CCCCOc1ccc(C(CC(=O)NC)C(=O)O)cc1 (stereo unspecified),-11,0,0,-1,-3,0,0,-5,1.2
Cc1ccc(C(=O)OCC(=O)Nc2ccc(Cl)cn2)cc1S(=O)(=O)N1CCOCC1,-14,5,-13,-6,0,/,2,7,0.7
CCOc1ccc2nc(Cl)c(C3CC(c4ccco4)=NN3S(C)(=O)=O)cc2c1 (stereo unspecified),12,0,-11,1,4,0,-2,-10,-0.1
O=c1cc(-c2ccccc2)n(S(=O)(=O)c2ccc3ccccc3c2)o1,24,1,-1,-5,2,1,0,4,1.6
CCC1CCC/C1=N\NC(=O)c1ccccc1C (stereo unspecified),-4,0,4,6,5,11,-1,1,1.0
COc1ccccc1P(=O)(Cc1ccccc1[N+](=O)[O-])c1ccccc1 (stereo unspecified),4,0,-5,3,-1,-3,-2,-4,-0.8
COc1cc(N2C(=O)C=CC2=O)ccc1N1C(=O)C=CC1=O,63*,1,11,17,-8,/,-5,-5,1.0
Cc1onc(-c2ccccc2)c1C(=O)NCc1ccc2c(c1)OCO2,-12,3,-12,-2,-9,5,-1,-1,-0.9
COc1ccc(N(CC(=O)NCCSC2CCCCC2)S(=O)(=O)c2ccc(C)cc2)cc1,10,1,-3,-6,-3,-5,-4,6,1.7

3 of the entries above in order of the CHRM4 PAM value, falling:
canonical_smiles | CRFBP-R2 block | CHRM4 agonist | CHRM4 antagonist | M5 antag | M5 PAM | IDE inh | CHRM5 agonist | CHRM4 PAM | CRFBP-R2 agonist
COc1ccc(C2c3c(ccc4ccccc34)Oc3ncn4nc(-c5ccco5)nc4c32)cc1OC (stereo unspecified) | 32 | 0 | -5 | 2 | 4 | -2 | -1 | 8 | -1.2
O=c1cc(-c2ccccc2)n(S(=O)(=O)c2ccc3ccccc3c2)o1 | 24 | 1 | -1 | -5 | 2 | 1 | 0 | 4 | 1.6
O=C(NCc1ccc(Cl)nc1)c1csc([C@@H]2O[C@H](CO)[C@H](O)[C@H](O)[C@H]2O)n1 | / | 0 | -4 | 7 | -3 | / | 0 | -1 | /
